T cell HTS: T cell immune modulation candidate. 2C CD8+ T cell-vesicle binding, flow cytometry; hits give low values. calls only at 7 µM. 330,000 compounds, 0.068% hits;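 active = response, share of CD8 T cells binding vesicles, and their 90th percentile fluorescence all below set limits, cut at about 80% in these data, passing the limit was not always enough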
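System: murine 2C transgenic CD8+ T lymphocytes; also added: QL9-loaded Drosophila micro-vesicles; times: binding 1.5 h at 37 °C; measured by: flow cytometry, PE anti-B7-1 (FL2) versus Alexa647 anti-CD8 (FL8), PFA-fixed; control set: Peptide-free naked vesicles (low) and QL9 vesicles with 0.7% DMSO vehicle (high)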
CSM14.1 death rescue: rescue of cells from ER stress-induced death, primary screen, 384-well, CSM14.1, thapsigargin, ATP luminescence (AID 1222) | CSM14.1 thapsigargin-induced death rescue, ATP luminescence; higher % means a stronger effect | cellular ATP content (survival), % at 20 µM, or EC50 in µM where a hit was titrated | 190,000 tested, under 10 active;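 active = EC50 below 50 µM in the dose-response confirmation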;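 note: death triggered by thapsigargin at about 15 µM added after 2 h compound pretreatment; cell ATP read after overnight thapsigargin exposure of roughly 18 to 22 hours; normalized against plate controls of thapsigargin alone and 5% DMSO vehicle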
Ins promoter up: MIN6 insulin promoter up-regulation; MIN6 insulin promoter-GFP reporter, high-content imaging; hits give high values; z-score at 5 µM; 190,000 compounds, 0.3% hits; AID 1625;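 active = z-score above 3 at 5 µM with at least 500 cells counted in the well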
Autophagy HCS: alters autophagy in cells | 190,000 compounds, 0.98% hits | AID 463193 | MEF GFP-LC3 puncta imaging; test concentration mostly 10 µM | calls only at 10 µM (by protocol);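 active = percentage of spot-positive cells more than 3 SD above its plate mean, without a fluorescence outlier flag or 80% toxicity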;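 note: spot-positive cell cutoff set from DMSO-treated cells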
Lipid droplet: modulators of hepatic lipid droplet formation; AML12 mouse hepatocytes, oleate lipid droplets, BODIPY imaging; inhibition, % at 6.5 µM; 240,000 compounds, 0.4% hits; AID 1656;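 active = lipid droplet intensity inhibited by at least 50%, with more than 500 cells counted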
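Material – mouse AML12 hepatocyte cell line, fixed after treatment · Compound dosing – one dose, 6.5 µM compound · Times – compound with oleate, overnight · Measured by – Image-based BODIPY and DAPI two-channel analysis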
MT stabilize HCS: microtubule stabilization, imaging screen. % tubulin-high responders, % at 10 µM. HeLa tubulin immunostaining HCS, 24 h; share of cells brighter than vehicle mean+2SD. 200,000 compounds, 0.83% hits. AID 2205;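 active = plate Z-score above 3 for both tubulin-high and condensed-nucleus cell shares, with cell loss under 80%, at 10 µM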;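 note: anti alpha tubulin signal scored within the nucleus-defined area of each cell; some results filed as inactive read as strong as hits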
Salmonella PhoP GFP: PhoP-dependent GFP reporter repression – Salmonella Typhimurium, primary screen (AID 1863) | inhibition, % at 50 µM; hits with a dose series show IC50 in µM | S. Typhimurium PhoP-regulated promoter GFP reporter, 4 h; higher % means a stronger effect | 300,000 compounds, 0.16% hits;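 active = inhibition over 29.93%, a cutoff 3 SD above the screen mean, later confirmed by dose response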;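 note: 0% = low Mg2+ inducing control and 100% = high Mg2+ repressing control; strong numbers were not always called active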
bCat nuc transl: modulators of beta-catenin nuclear translocation | HeLa beta-catenin nuclear translocation, immunofluorescence imaging | AID 1665 | 190,000 compounds, 0.3% hits | nuclear translocation activity, % at 5 µM;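 active = nuclear translocation activity above 50% at 5 µM, with a well cell count of 50 or more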;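 note: per-cell ratio of nuclear to cytoplasmic median beta-catenin stain intensity; plate controls were DMSO negative control for no effect and GSK-3 inhibitor IX positive control for full effect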
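System: Human HeLa cells, endogenous beta-catenin | Compound dosing: 5 µM primary, 0.02–20 µM confirmation | Timing: 24 h compound exposure at 37°C, 5% CO2 | Measured by: Fluorescence imaging of beta-catenin antibody stain plus DAPI | Read-out basis: % activation of per-cell nuclear versus cytoplasmic median beta-catenin signal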
Dynein transport: blocks dynein driven cargo transport along microtubules | 3617.4 mouse cells, GR-EGFP nuclear translocation imaging; test concentration mostly 20 µM; stimulated with dexamethasone, 1 µM; hits give low values | z-score, hits read low | 220,000 compounds, 0.47% hits;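 active = plate z-score of nuclear minus cytoplasmic receptor signal below a set negative limit, without overly bright fluorescence or cell loss, cut at about -3.5 in these data, passing the limit was not always enough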;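 note: z-score of nuclear minus cytoplasmic ring GR-EGFP intensity difference per well; some compounds called inactive have numbers as strong as hits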
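Also added – dexamethasone, 1.0 µM final · Buffer or medium – tet-free, stripped-serum medium · Schedule – induction 48 h, compound 1 h, agonist 30 min · Detection – formaldehyde fixation, Hoechst nuclear stain, 10x automated fluorescence imaging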
Dynein transport cytoplasmic EGFP: second read-out of Dynein transport, no call of its own (marks repeat the call); z-score; measured here: cytoplasmic GR-EGFP intensity; hits give high values
Dynein transport nuclear GR-EGFP: also measured in Dynein transport; calls as there; z-score; measured here: nuclear GR-EGFP intensity;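 lower value marks the stronger effect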
Dynein transport cell count: further read-out of Dynein transport, marked with its call; z-score; measured here: cell count per field
Ins promoter up cell count: also measured in Ins promoter up; calls as there; cell count; measured here: cytotoxicity, nuclei count;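 total cells summed across four imaged fields per well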
Lipid droplet cells 6.5 µM: further read-out of Lipid droplet, marked with its call; cell count; measured here: cell count, cytotoxicity flag;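 cells counted across two imaged fields per well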
bCat nuc transl cell count 5 µM: also measured in bCat nuc transl; calls as there; cell count; measured here: cell count, cytotoxicity flag
T cell HTS vesicle-bound %: second read-out of T cell HTS, no call of its own (marks repeat the call); double positive events, %; measured here: CD8+ vesicle-bound cell fraction;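 binding gate set so that unloaded-vesicle control wells show 10% double positive cells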
MT stabilize HCS Hoechst-high %: further read-out of MT stabilize HCS, marked with its call; % Hoechst-high responders; measured here: nuclear condensation Hoechst responders;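 share of cells brighter than vehicle mean plus two SD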
MT stabilize HCS cytotoxicity %: also measured in MT stabilize HCS; calls as there; toxicity, %; measured here: cytotoxicity by cell density;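 0% = mean cell density of plate MIN control wells and 100% = no cells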
Autophagy HCS cell loss 18 h: further read-out of Autophagy HCS, marked with its call; toxicity, %; measured here: cell loss, nuclei count;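 cell loss after 18 h compound exposure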
An asterisk follows results filed as active. No enrichment for hits; about 3% have a hit in one of these screens.

How did CCOC(=O)COc1cc(OCC(=O)OCC)c2c(=O)cc(-c3ccccc3)oc2c1 do in these assays?
T cell HTS: inactive; CSM14.1 death rescue: 2.7%; Ins promoter up: -0.16; Autophagy HCS: inactive; MT stabilize HCS: 1.0; Salmonella PhoP GFP: 0.8%; bCat nuc transl: 0.5; Dynein transport: -0.491; Dynein transport cytoplasmic EGFP: -0.222; Dynein transport nuclear GR-EGFP: -0.646; Dynein transport cell count: 0.912; Ins promoter up cell count: 1544; bCat nuc transl cell count 5 µM: 1374; T cell HTS vesicle-bound %: 33.9; MT stabilize HCS Hoechst-high %: 1.0; MT stabilize HCS cytotoxicity %: 6.1; Autophagy HCS cell loss 18 h: 2.4

How did O=C(NCC1CCCO1)c1cc(S(=O)(=O)N2CCCC2)c(Cl)cc1Cl (stereo unspecified) do in these assays?
T cell HTS: inactive; CSM14.1 death rescue: -1.8%; Ins promoter up: 0.08; Autophagy HCS: inactive; Lipid droplet: -9.2; MT stabilize HCS: 2.5; Salmonella PhoP GFP: 0.8%; bCat nuc transl: 0.4; Dynein transport: 0.799; Dynein transport cytoplasmic EGFP: -0.207; Dynein transport nuclear GR-EGFP: 0.879; Dynein transport cell count: -0.644; Ins promoter up cell count: 1497; Lipid droplet cells 6.5 µM: 620; bCat nuc transl cell count 5 µM: 1020; T cell HTS vesicle-bound %: 62.3; MT stabilize HCS Hoechst-high %: 1.6; MT stabilize HCS cytotoxicity %: 1.3; Autophagy HCS cell loss 18 h: 1.2

Results for O=C(c1c(Cl)nc2sccn12)N(C(=O)c1c(Cl)nc2sccn12)c1ccc(Cl)cn1 ?
T cell HTS: inactive; CSM14.1 death rescue: 1.8%; Ins promoter up: 1.88; Autophagy HCS: inactive; Lipid droplet: 0.3; MT stabilize HCS: 2.2; Salmonella PhoP GFP: -5.0%; Dynein transport: 1.11; Dynein transport cytoplasmic EGFP: -0.183; Dynein transport nuclear GR-EGFP: 1.17; Dynein transport cell count: -0.681; Ins promoter up cell count: 982; Lipid droplet cells 6.5 µM: 879; T cell HTS vesicle-bound %: 10.5; MT stabilize HCS Hoechst-high %: 3.0; MT stabilize HCS cytotoxicity %: 4.3; Autophagy HCS cell loss 18 h: -2.1

Results for CC(C)(C)S(=O)(=O)c1cnc2c(-c3ccsc3)cnn2c1N ?
T cell HTS: inactive; CSM14.1 death rescue: 2.0%; Ins promoter up: -0.41; Autophagy HCS: inactive; MT stabilize HCS: 3.9; Salmonella PhoP GFP: -9.1%; bCat nuc transl: 2.6; Dynein transport: -0.174; Dynein transport cytoplasmic EGFP: -0.172; Dynein transport nuclear GR-EGFP: 0.203; Dynein transport cell count: 0.703; Ins promoter up cell count: 1337; bCat nuc transl cell count 5 µM: 1039; T cell HTS vesicle-bound %: 31.6; MT stabilize HCS Hoechst-high %: 3.0; MT stabilize HCS cytotoxicity %: 6.9; Autophagy HCS cell loss 18 h: 12.2

Results for O=C1C=CCC(/C=C/c2ccccc2)O1 (stereo unspecified) ?
T cell HTS: inactive; CSM14.1 death rescue: -5.8%; Ins promoter up: -0.29; Autophagy HCS: inactive; MT stabilize HCS: 5.0; Salmonella PhoP GFP: -2.9%; Dynein transport: -2.56; Dynein transport cytoplasmic EGFP: 0.0493; Dynein transport nuclear GR-EGFP: -0.688; Dynein transport cell count: 0.361; Ins promoter up cell count: 843; T cell HTS vesicle-bound %: 17.2; MT stabilize HCS Hoechst-high %: 3.2; MT stabilize HCS cytotoxicity %: 12.5; Autophagy HCS cell loss 18 h: 15.0

How did Cc1ccc(-c2c3c(nc4sc(C(N)=O)c(N)c24)CCCC3)o1 do in these assays?
T cell HTS: inactive; CSM14.1 death rescue: -2.9%; Ins promoter up: -0.78; Autophagy HCS: inactive; Lipid droplet: 11.3; MT stabilize HCS: 5.9; Salmonella PhoP GFP: 12.1%; bCat nuc transl: 4.8; Dynein transport: -0.839; Dynein transport cytoplasmic EGFP: -0.227; Dynein transport nuclear GR-EGFP: 0.0877; Dynein transport cell count: 0.855; Ins promoter up cell count: 1248; Lipid droplet cells 6.5 µM: 760; bCat nuc transl cell count 5 µM: 543; T cell HTS vesicle-bound %: 47.0; MT stabilize HCS Hoechst-high %: 2.0; MT stabilize HCS cytotoxicity %: 9.6; Autophagy HCS cell loss 18 h: -2.8

Results for Fc1ccc(CNC(=S)Nc2ccc(Cl)cc2Cl)cc1 ?
T cell HTS: inactive; CSM14.1 death rescue: -1.0%; Ins promoter up: 0.91; Autophagy HCS: inactive; Lipid droplet: 2.1; MT stabilize HCS: 3.8; Salmonella PhoP GFP: -5.0%; bCat nuc transl: -0.3; Dynein transport: 0.0894; Dynein transport cytoplasmic EGFP: 0.279; Dynein transport nuclear GR-EGFP: 0.118; Dynein transport cell count: -0.527; Ins promoter up cell count: 1299; Lipid droplet cells 6.5 µM: 705; bCat nuc transl cell count 5 µM: 943; T cell HTS vesicle-bound %: 7.3; MT stabilize HCS Hoechst-high %: 3.2; MT stabilize HCS cytotoxicity %: 7.9; Autophagy HCS cell loss 18 h: 15.7

Results for CN(C)/C=C/C(=O)/C=C/c1ccc(Cl)cc1 ?
T cell HTS: inactive; CSM14.1 death rescue: -2.7%; Ins promoter up: -0.23; Autophagy HCS: inactive; Lipid droplet: 1.4; MT stabilize HCS: 3.6; Salmonella PhoP GFP: -2.3%; bCat nuc transl: -5.0; Dynein transport: 0.0973; Dynein transport cytoplasmic EGFP: -0.22; Dynein transport nuclear GR-EGFP: 0.51; Dynein transport cell count: 0.0302; Ins promoter up cell count: 1604; Lipid droplet cells 6.5 µM: 716; bCat nuc transl cell count 5 µM: 1142; T cell HTS vesicle-bound %: 58.0; MT stabilize HCS Hoechst-high %: 3.5; MT stabilize HCS cytotoxicity %: 8.7; Autophagy HCS cell loss 18 h: -7.1

How did COC(=O)CCCCCCCCC(O)C[N+]1(C)CCOCC1 (stereo unspecified) do in these assays?
T cell HTS: inactive; Ins promoter up: -0.07; Lipid droplet: -20.7; Salmonella PhoP GFP: -8.5%; bCat nuc transl: 1.0; Dynein transport: -0.73; Dynein transport cytoplasmic EGFP: -0.266; Dynein transport nuclear GR-EGFP: -0.0599; Dynein transport cell count: 0.596; Ins promoter up cell count: 1101; Lipid droplet cells 6.5 µM: 676; bCat nuc transl cell count 5 µM: 1292; T cell HTS vesicle-bound %: 48.7

Results for CCNC(=O)C1CC(=O)N(Cc2ccc3c(c2)OCO3)C(=Nc2ccc(F)cc2)S1 (stereo unspecified) ?
T cell HTS: inactive; CSM14.1 death rescue: -0.1%; Ins promoter up: -1.42; Autophagy HCS: inactive; Lipid droplet: -0.2; MT stabilize HCS: 3.7; Salmonella PhoP GFP: -2.5%; Dynein transport: 1.13; Dynein transport cytoplasmic EGFP: -0.214; Dynein transport nuclear GR-EGFP: -0.267; Dynein transport cell count: 0.548; Ins promoter up cell count: 1216; Lipid droplet cells 6.5 µM: 705; T cell HTS vesicle-bound %: 32.5; MT stabilize HCS Hoechst-high %: 1.8; MT stabilize HCS cytotoxicity %: 2.3; Autophagy HCS cell loss 18 h: -2.2

What do the screens show for `O=C(Nc1c2c(nn1-c1ccc(F)cc1)CS(=O)(=O)C2)C12CC3CC(CC(C3)C1)C2`?
T cell HTS: inactive; CSM14.1 death rescue: -2.3%; Ins promoter up: 0.79; Autophagy HCS: inactive; MT stabilize HCS: 6.3; Salmonella PhoP GFP: -3.9%; bCat nuc transl: 2.5; Dynein transport: 1.04; Dynein transport cytoplasmic EGFP: 0.157; Dynein transport nuclear GR-EGFP: 0.648; Dynein transport cell count: -1.37; Ins promoter up cell count: 1132; bCat nuc transl cell count 5 µM: 1390; T cell HTS vesicle-bound %: 28.8; MT stabilize HCS Hoechst-high %: 6.7; MT stabilize HCS cytotoxicity %: 14.6; Autophagy HCS cell loss 18 h: 2.4

How did C=C(C)C1CC=C(C)/C(=N/NC(=O)COc2cccc3ccccc23)C1 (stereo unspecified) do in these assays?
T cell HTS: inactive; CSM14.1 death rescue: -0.9%; Autophagy HCS: inactive; Lipid droplet: -69.4; MT stabilize HCS: 4.1; Salmonella PhoP GFP: -7.3%; bCat nuc transl: 0.5; Dynein transport: -0.315; Dynein transport cytoplasmic EGFP: -0.228; Dynein transport nuclear GR-EGFP: 0.12; Dynein transport cell count: -0.00329; Lipid droplet cells 6.5 µM: 752; bCat nuc transl cell count 5 µM: 1210; T cell HTS vesicle-bound %: 34.8; MT stabilize HCS Hoechst-high %: 2.8; MT stabilize HCS cytotoxicity %: 9.3; Autophagy HCS cell loss 18 h: -13.3
